# Source: PubChem (National Center for Advancing Translational Sciences (NCATS))
# ALDH1A1 block: inhibitors of human aldehyde dehydrogenase 1A1 | P00352 | Purified ALDH1A1, NADH fluorescence, propionaldehyde substrate | Potency, µM (highest dose often 75.3 µM), inactives show top-dose activity, negative = inhibition, hits mostly inhibitors | actives 7.3% (n = 220,000) | AID 1030; active = well fitted inhibition curve with a large enough effect, not every such curve was filed as active; inconclusive = small, poorly fitted or top-dose-only effect, or another doubt; inactive = no such curve, though single readings can be large or run the other way;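 also: plate controls were no enzyme wells and a reference inhibitor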
# TR SRC2 fluor cs: alters Texas Red total fluorescence, flagging assay interference. TRb/SRC2 Texas Red total fluorescence interference. Potency, µM (doses to about 106 µM), inactives show top-dose fluorescence change, negative = quenching. actives 0.29% (n = 280,000). AID 1479; active = well fitted curve in either direction with a large enough effect; inconclusive = small, poorly fitted or top-dose-only effect; also: % is scaled to controls: 0 for no effect and ±100 for the full control effect
#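 Human TRb ligand-binding domain at 0.6 uM with 20 nM Texas Red SRC2 peptide in Tris buffer containing 1 uM T3 and 5% DMSO, incubated with compound 5 h at ambient temperature. Total fluorescence (555/632 nm) calculated as parallel + 2 × perpendicular.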
# TRb SRC2 PPI: disrupts binding of human TR beta to SRC2; P10828; TRbeta-SRC2 peptide binding, fluorescence polarization; receptor liganded with 1 µM T3; Potency, µM (highest dose often 106 µM), for the others: top-dose activity change, negative = inhibition, actives largely listed as inhibitors; actives 0.065% (n = 280,000);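 also: plate controls were bound peptide for no effect and peptide without receptor for full effect; nearly all actives have a fitted effect of over 50% in size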
# Target sequence (P10828 whole entry, looked up): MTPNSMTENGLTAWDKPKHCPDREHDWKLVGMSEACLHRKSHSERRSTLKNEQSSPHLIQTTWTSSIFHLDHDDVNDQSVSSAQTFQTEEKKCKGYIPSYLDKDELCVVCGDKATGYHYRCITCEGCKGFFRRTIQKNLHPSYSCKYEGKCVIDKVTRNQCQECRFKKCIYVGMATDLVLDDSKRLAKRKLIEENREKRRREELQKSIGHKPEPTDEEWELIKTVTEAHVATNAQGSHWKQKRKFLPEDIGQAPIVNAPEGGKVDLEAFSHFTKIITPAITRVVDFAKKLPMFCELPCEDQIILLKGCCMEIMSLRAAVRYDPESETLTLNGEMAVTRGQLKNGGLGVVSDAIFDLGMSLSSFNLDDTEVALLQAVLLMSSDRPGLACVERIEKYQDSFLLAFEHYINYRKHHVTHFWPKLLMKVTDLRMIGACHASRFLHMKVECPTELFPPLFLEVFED
#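 Decrease in fluorescence polarization of 20 nM Texas Red SRC2 coactivator peptide flagged inhibition of its binding to 0.6 uM TRb LBD; 1 uM T3 included, incubation 5 hr, ex 555/em 632 nm.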
# KDM4E inh: inhibitors of human JMJD2E histone demethylase; JMJD2E catalytic domain, FDH-coupled NADH fluorescence (FDH is formaldehyde dehydrogenase); Potency, µM (top dose mostly 57.1 µM), for inactives: at the top dose activity change, negative = inhibition, hits mostly inhibitors; AID 2147; actives 1.6% (n = 230,000); active = well fitted inhibition curve with a large enough effect, not every such curve was filed as active; inconclusive = small, poorly fitted or top-dose-only effect, or another doubt; inactive = no such curve, though single readings can be large or run the other way;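 also: 0% = wells with enzyme and -100% = buffer wells without enzyme; nearly all actives have a fitted effect of over 50% in size; many of its hits are not listed in these tables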
# RECQ1 inh: RECQ1 (human) helicase inhibition | AID 2549 | actives 0.54% (n = 240,000) | RECQ1 DNA unwinding, red fluorescence kinetic read | P46063 | Potency, µM (series often up to 57.3 µM), for the others: at the highest dose activity, negative = inhibition, actives largely listed as inhibitors;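 also: plate controls were vehicle for no effect and no enzyme for full effect; nearly all actives have a fitted effect of over 30% in size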
#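 RECQ1T1 50 nM; forked duplex (20 bp + 30-nt ss tails) 200 nM, ATP 2 mM final; pH 8.0, 2 mM MgCl2, 2.5 ug/ml poly(dI-dC); 15 min compound preincubation; discontinuous kinetic read over 2 h at RT.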
# SMN2 splice enh: increases expression of the SMN2 splice variant; HEK293 SMN2-luciferase splicing reporter, luminescence, 30-36 h; Potency, µM (top dose mostly 46.1 µM), without a hit: at the top dose activity change, positive = activation, usual class: activators; actives 2.8% (n = 210,000); AID 1458; also: % of control where 0% means no effect; nearly all actives have a fitted effect of over 55% in size
#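 qHTS luciferase splicing reporter: luminescence rises when SMN2 exon 7 is included in transfected HEK293 cells. Compound exposure lasted 30-36 h at 37C, with 4.5 mM final sodium butyrate as control, followed by a ONE-Glo read.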
# Lamin A splicing: LMNA splicing modulation; HeLa LMNA splicing GFP/RFP minigene ratio, 48 h; Potency, µM (titrated, usually from 46.1 µM), inactives show at the highest dose ratio change, negative = inhibition, hits mostly inhibitors; actives 0.01% (n = 200,000); AID 1487; active = well fitted inhibition curve with a large enough effect in the signal ratio, with a control signal flat, not every such curve was filed as active; inconclusive = small, poorly fitted or top-dose-only effect, or effect the other way, or a change in a side signal; the % refers to the signal ratio; also: % is scaled to controls: 0 for no effect and ±100 for the full control effect
#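 S3 HeLa cells stably expressing lamin A-EGFP splicing minigene plus DsRed2, 600 cells/well, 48 h compound exposure at 37C. Laser-scanning cytometry; analysed as GFP (500-530 nm)/RFP (575-640 nm) total intensity ratio; 0.5% DMSO vehicle.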
# GoLoco inh red: RGS12 GoLoco-Gai1 interaction inhibition; Potency, µM (top dose mostly 61.6 µM), without a hit: at the top dose activity, negative = inhibition, hits mostly inhibitors; Gai1:RGS12 GoLoco peptide FP, rhodamine, 10 min; actives 0.44% (n = 230,000); P63096; active = well fitted inhibition curve with a large enough effect, not every such curve was filed as active; inactive = no such curve, though single readings can be large or run the other way; also: % is scaled to controls: 0 for no effect and ±100 for the full control effect; nearly all actives have a fitted effect of over 30% in size; many of its hits are not listed in these tables
# Target sequence (P63096 whole entry, looked up): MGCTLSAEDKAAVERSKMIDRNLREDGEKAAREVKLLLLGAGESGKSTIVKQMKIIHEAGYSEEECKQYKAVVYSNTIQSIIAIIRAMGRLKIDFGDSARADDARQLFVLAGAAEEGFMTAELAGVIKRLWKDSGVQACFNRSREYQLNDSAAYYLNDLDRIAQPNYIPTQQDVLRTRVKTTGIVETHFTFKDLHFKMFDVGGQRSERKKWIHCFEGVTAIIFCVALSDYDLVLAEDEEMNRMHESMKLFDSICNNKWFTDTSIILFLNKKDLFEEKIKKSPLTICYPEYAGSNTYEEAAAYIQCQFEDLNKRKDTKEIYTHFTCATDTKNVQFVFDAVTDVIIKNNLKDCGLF
# * marks the source's active call; other numbers are inactive results; i = inactive; ? = inconclusive; / = not tested or not shown; & = joins results of further samples; ! = repeats disagree; [ ] = remark or other dose. Unless noted, calls follow the shape of the dose curve; as a rule, active = well fitted curve in the direction sought with a large enough effect; inconclusive = small, poorly fitted or top-dose-only effect, or another doubt; inactive = no such curve, though single readings can be large; an effect the other way counts as inactive or inconclusive. Potency is read from the fitted curve at half-maximal effect.
nr	SMILES	ALDH1A1 block	TR SRC2 fluor cs	TRb SRC2 PPI	KDM4E inh
1	CC1CCC2(OC1)OC1CC3C4CC[C@@H]5CC(O)CC[C@@]5(C)C4CC(=O)[C@]3(C)C1C2C (stereo partly specified)	-1.7%	-3.1%	4.4%	4.6%
2	OCCCCO	-3.0%	-2.7%	-3.8%	/
3	CCN1C(=O)C(=C2C=C(C)N(Cc3ccco3)C(C)=C2)C(=O)N(CC)C1=S	?	-0.6%	1.9%	-17.5%
4	CN(C)/C=C1/C(=O)NC(=O)N(CCNc2ncc(C(F)(F)F)cc2Cl)C1=O	?	-1.2%	1.3%	62.0%[activator]
5	O=C(Cc1ccccc1)NC(Cc1ccc(Cl)cc1)C(=O)O (stereo unspecified)	/	-2.9%	-4.7%	2.3%
6	COc1ccc(-n2c(O)c(C(C)=NCCc3c[nH]c4ccccc34)c(=O)[nH]c2=O)cc1	/	0.5%	-1.7%	5.6%
7	Fc1ccc(Cn2nnnc2CN2CCC(n3nnc4cc(C(F)(F)F)ccc43)CC2)cc1	/	-5.2%	0.5%	0.3%
8	Cc1cc(N2C(=O)C3CCCN3C2c2sccc2C)no1 (stereo unspecified)	1.58µM*	-0.2%	6.6%	2.4%
9	COc1cc(C2c3cc4c(cc3C(O)[C@H]3COC(=O)C23)OCO4)cc(OC)c1OC (stereo partly specified)	8.4%&-5.9%	1.8%&1.8%	-0.4%&-4.5%	-1.6%&-3.2%
10	CCOC(=O)C1C2NC(=O)N(Cc3ccccc3)C1(C)Oc1c(OC)cccc12 (stereo unspecified)	5.2%	5.3%	2.0%	0.2%
11	C=CCN1CCC2(C)c3cc(O)ccc3CC1[C@@H]2C (stereo partly specified)	0.3%	1.6%	3.0%	/
12	CCc1cc2c(s1)NC(=O)CN=C2c1cccs1	0.9%	-0.6%	6.5%	5.7%

nr	RECQ1 inh	SMN2 splice enh	Lamin A splicing	GoLoco inh red
1	i	4.9%	/	-14.6%
2	-9.1%	-6.1%	/	-4.7%
3	-3.0%	-30.9%[inhibitor]	-7.8%[46 µM]	1.6%
4	1.3%	-4.5%	?	48.0%[activator]
5	-17.7%	/	/	-1.3%
6	-2.5%	/	/	1.0%
7	0.5%	/	/	0.2%
8	-0.4%	/	?	/
9	-6.7%&-8.8%	-17.6%&-18.3%	?	3.5%&134.7%
10	i	-5.9%	2.7%	-1.7%
11	-14.3%	-2.5%	/	-3.7%
12	-9.9%	2.8%	-4.5%	8.2%

# Other structures follow.
nr	SMILES	ALDH1A1 block	TR SRC2 fluor cs	TRb SRC2 PPI	KDM4E inh
13	O=[N+]([O-])c1ccc(N2CCNCC2)c2ncccc12	9.2%	-2.9%	-3.0%	0.5%
14	c1ccc2[nH]c(CCNC3CCCCC3)nc2c1	3.2%	-2.7%	-1.8%	-15.3%
15	CCC(=O)O[C@@H]1[C@@H](OC(C)=O)[C@@]2(O)C(C[C@H](O)C2(C)C)[C@](C)(O)[C@H]2CC[C@@H]3[C@@H](O)[C@]12C[C@@]3(C)O (stereo partly specified)	3.0%	-2.3%	-6.0%	0.9%
16	C[C@@H]1C[C@@H]2O[C@H]2/C=C\C=C\C(=O)Cc2c(Cl)c(O)cc(O)c2C(=O)O1	-5.3%	0.2%	-3.7%	15.2%
17	N#CCCn1cc(C(=O)NCc2ccccc2)c(-c2ccccc2)n1	-3.3%	-0.3%	-1.4%	-12.5%
18	N[C@@H](CCl)C(=O)O	?	-2.7%	-1.7%	-9.8%
19	CC(C)COC(=O)c1ccccc1C(=O)OCC(C)C	?	0.6%&-1.8%	-2.3%&-0.4%	8.3%
20	C[N+]1(C)C2CCC1CC(OC(=O)C(CO)c1ccccc1)C2 (stereo unspecified)	8.1%&5.6%&-4.8%	0.2%&-3.4%&0.0%	4.6%&-2.2%&-6.9%	10µM*!
21	CN1C(=O)NC(=O)[C@]2(Cc3ccccc3N3CCN(c4ccccc4)CC32)C1=O (stereo partly specified)	25.1µM*	-3.1%	-4.1%	0.8%
22	CC(C)C12CN3CCN(CC(C3)C1O)C2 (stereo unspecified)	4.2%	-0.6%	-3.4%	5.4%
23	CCOC(=O)Cn1cc([N+](=O)[O-])nc1[N+](=O)[O-]	7.9%	1.9%	4.3%	-11.7%
24	CC(=O)c1cn(CCCOc2ccccc2)c2ccccc12	?	-0.7%	-7.1%	4.3%

nr	RECQ1 inh	SMN2 splice enh	Lamin A splicing	GoLoco inh red
13	-7.4%	16.1%	-5.8%	2.3%
14	-2.2%	-30.1%	?	7.7%
15	-0.2%	-9.0%	?	-7.3%
16	-6.4%	/	/	-0.9%
17	i	-7.0%	-9.4%[46 µM]	3.8%
18	-2.8%	12.6%	?	8.9%
19	-7.8%&-16.2%	-7.5%	/	-13.7%&2.5%
20	-12.8%&-3.6%&-4.2%	3.0%&9.1%&-28.8%	?	19.1%&9.4%&-8.7%
21	i	-5.7%	8.8%	-4.1%
22	15.0%	-5.6%	1.0%	7.3%
23	3.1%	13.5%	5.4%	-1.5%
24	19.7%	-43.7%[inhibitor]	/	3.5%

# Compound profiles, from the list above. Order of values: ALDH1A1 block	TR SRC2 fluor cs	TRb SRC2 PPI	KDM4E inh	RECQ1 inh	SMN2 splice enh	Lamin A splicing	GoLoco inh red
# N#CCCn1cc(C(=O)NCc2ccccc2)c(-c2ccccc2)n1 as listed: -3.3%	-0.3%	-1.4%	-12.5%	i	-7.0%	-9.4%[46 µM]	3.8%
# C[N+]1(C)C2CCC1CC(OC(=O)C(CO)c1ccccc1)C2 (stereo unspecified) as listed: 8.1%&5.6%&-4.8%	0.2%&-3.4%&0.0%	4.6%&-2.2%&-6.9%	10µM*!	-12.8%&-3.6%&-4.2%	3.0%&9.1%&-28.8%	?	19.1%&9.4%&-8.7%

# Carrying on:
nr	SMILES	ALDH1A1 block	TR SRC2 fluor cs	TRb SRC2 PPI	KDM4E inh
25	Nc1cc(Cl)cc(C(=O)O)c1Cl	10.0%	-1.9%[201 µM]	-4.3%[201 µM]	/
26	O=C(Cc1ccccc1)N1CCN(C/C=C/c2ccccc2)CC1	5.7%	-0.5%	-3.0%	2.6%
27	C=C(C)[C@H]1C2C(=O)O[C@H]1[C@H]1OC(=O)[C@@]34O[C@@H]3C[C@]2(O)[C@@]14C	5.8%&-1.8%	-2.6%&-3.3%	0.4%&0.8%	3.4%
28	COCC(C)OC(=O)c1c(N)n(Cc2ccco2)c2nc3ccccc3nc12 (stereo unspecified)	/	-1.7%	2.3%	?
29	COCCCn1c(-c2ccc(OC)cc2)cc(C(=O)NC2CCCCCCC2)c1C	?	1.9%	4.3%	-1.1%
30	COc1ccc(-n2c(O)c(C=NCc3ccc4c(c3)OCO4)c(=O)[nH]c2=O)cc1	/	-0.2%	-7.5%	?
31	O=c1[nH]c(=O)n(-c2cccc(Cl)c2)c(O)c1C=NCCN1CCCCC1	-2.4%	-7.8%	-5.6%	-10.9%

nr	RECQ1 inh	SMN2 splice enh	Lamin A splicing	GoLoco inh red
25	-1.7%	1.1%	/	3.4%
26	10.1%	22.1%	?	4.9%
27	i	1.6%	/	2.7%&2.3%
28	1.4%	/	/	35.3%[activator]
29	-17.3%	-8.2%	?	1.7%
30	-5.4%	/	/	13.6%
31	-11.3%	3.2%	9.5%	10.9%

# Molecules above that have an aryl methoxy group (five):
nr	SMILES	ALDH1A1 block	TR SRC2 fluor cs	TRb SRC2 PPI	KDM4E inh
6	COc1ccc(-n2c(O)c(C(C)=NCCc3c[nH]c4ccccc34)c(=O)[nH]c2=O)cc1	/	0.5%	-1.7%	5.6%
9	COc1cc(C2c3cc4c(cc3C(O)[C@H]3COC(=O)C23)OCO4)cc(OC)c1OC (stereo partly specified)	8.4%&-5.9%	1.8%&1.8%	-0.4%&-4.5%	-1.6%&-3.2%
10	CCOC(=O)C1C2NC(=O)N(Cc3ccccc3)C1(C)Oc1c(OC)cccc12 (stereo unspecified)	5.2%	5.3%	2.0%	0.2%
29	COCCCn1c(-c2ccc(OC)cc2)cc(C(=O)NC2CCCCCCC2)c1C	?	1.9%	4.3%	-1.1%
30	COc1ccc(-n2c(O)c(C=NCc3ccc4c(c3)OCO4)c(=O)[nH]c2=O)cc1	/	-0.2%	-7.5%	?

nr	RECQ1 inh	SMN2 splice enh	Lamin A splicing	GoLoco inh red
6	-2.5%	/	/	1.0%
9	-6.7%&-8.8%	-17.6%&-18.3%	?	3.5%&134.7%
10	i	-5.9%	2.7%	-1.7%
29	-17.3%	-8.2%	?	1.7%
30	-5.4%	/	/	13.6%

# These rows are one share of the data; the hit share may differ from the screen's.
